High-throughput results deposited in PubChem by Broad Institute.
E-selectin induc: induces E-selectin expression in human endothelial cells | P16581 | HUVEC E-selectin immunofluorescence imaging; normalized: neutral wells 0, TNF-alpha wells 100 | activation, % at 7.58 µM | actives 0.37% (n = 260,000) | AID 686992;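 active means mean E-selectin-positive cell signal at least 10% of the positive control, reached in at least 60% of replicates, without over 20% cell loss; inconclusive means no rule given, readout overlaps actives, possibly toxicity-flagged; inactive means the rest, including those meeting only one limit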;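 further: in these data hits start at about 27%; measured in HUVEC primary endothelial cells; signal is the percent of cells scored E-selectin positive by PE staining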
Target sequence (P16581 whole entry, looked up): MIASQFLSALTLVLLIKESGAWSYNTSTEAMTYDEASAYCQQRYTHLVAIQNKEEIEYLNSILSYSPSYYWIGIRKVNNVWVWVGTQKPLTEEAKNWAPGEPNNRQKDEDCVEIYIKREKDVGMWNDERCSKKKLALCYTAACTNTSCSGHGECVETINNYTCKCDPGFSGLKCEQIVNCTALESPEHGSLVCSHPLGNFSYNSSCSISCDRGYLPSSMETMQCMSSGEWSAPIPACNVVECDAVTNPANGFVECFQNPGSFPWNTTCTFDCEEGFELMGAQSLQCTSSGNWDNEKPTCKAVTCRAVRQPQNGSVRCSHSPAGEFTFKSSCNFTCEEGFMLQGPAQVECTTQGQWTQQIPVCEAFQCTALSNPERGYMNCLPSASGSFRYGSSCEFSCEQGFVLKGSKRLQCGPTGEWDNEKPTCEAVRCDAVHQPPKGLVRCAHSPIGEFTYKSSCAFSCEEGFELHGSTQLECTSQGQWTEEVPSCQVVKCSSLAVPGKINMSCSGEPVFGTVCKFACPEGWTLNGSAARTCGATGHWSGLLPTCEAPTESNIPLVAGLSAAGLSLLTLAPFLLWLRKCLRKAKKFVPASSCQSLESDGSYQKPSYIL
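Test system – human umbilical vein endothelial cells (HUVEC), E-selectin induction · Input – 3,000 HUVEC seeded per well · Buffer or medium – EGM-2, gelatin · Compound dosing – single-point compound dose · Detection – immunofluorescence imaging · Measure – percent E-selectin-positive cells · Controls – TNF-alpha high, DMSO low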
RAD52 inh: inhibitors of human RAD52 DNA annealing. P43351. recombinant RAD52 DNA annealing, FRET fluorescence. inhibition, % at 18.7 µM. actives 0.46% (n = 360,000). AID 651710;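 active means every replicate showing at least 50% inhibition; inconclusive means mean inhibition at least 50% but not in every replicate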
Target sequence (P43351 whole entry, looked up): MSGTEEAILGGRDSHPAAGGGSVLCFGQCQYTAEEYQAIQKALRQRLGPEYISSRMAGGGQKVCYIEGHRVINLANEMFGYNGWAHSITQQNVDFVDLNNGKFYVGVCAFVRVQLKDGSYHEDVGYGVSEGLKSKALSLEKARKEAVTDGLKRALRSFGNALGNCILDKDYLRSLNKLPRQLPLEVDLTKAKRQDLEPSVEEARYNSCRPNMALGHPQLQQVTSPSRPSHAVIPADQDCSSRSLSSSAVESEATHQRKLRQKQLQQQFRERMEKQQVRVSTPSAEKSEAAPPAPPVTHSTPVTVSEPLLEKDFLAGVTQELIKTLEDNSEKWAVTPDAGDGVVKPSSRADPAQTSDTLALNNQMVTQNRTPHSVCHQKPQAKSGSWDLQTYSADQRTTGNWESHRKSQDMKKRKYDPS
PGC1a acetyl inh: modulators of PGC1a acetylation. U2OS PGC1a acetylation, AlphaScreen anti-acetyl-lysine; with virally co-expressed GCN5 acetyltransferase. inhibition, % at 15.6 µM. actives 0.17% (n = 350,000);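 active means every replicate shows inhibition of at least 40%; inconclusive means mean inhibition at least 40% but some replicate below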;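 further: 0% = neutral control wells and 100% = positive control wells; some results beyond the cut were filed as inactive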
Starred values were filed as active, the others as inactive; ? = inconclusive; / = no result given; & = joins results of further samples.

smiles	E-selectin induc	RAD52 inh	PGC1a acetyl inh
COCC(=O)Nc1ccc2c(c1)OC[C@@H](C)N(C(=O)NC(C)C)C[C@H](C)[C@H](OC)CN(C)C2=O	-0.1	/	5
COc1ccc2c3c(n(C)c2c1)[C@@H](CO)NCC31CCN(S(=O)(=O)c2ccc(C)cc2)CC1	-0.4	/	-10
C[C@@H]1CCCCO[C@@H](CN(C)C(=O)Nc2ccccc2)[C@@H](C)CN([C@H](C)CO)C(=O)c2cc(NC(=O)Nc3ccc(C(F)(F)F)cc3)ccc2O1	0.1	/	20
COc1ccccc1NC(=O)N(C)C[C@@H]1OCc2ccccc2-c2ccccc2C(=O)N([C@@H](C)CO)C[C@H]1C	-0.5	/	1
COCC(=O)N1CCC2(CC1)CN(Cc1ccccn1)[C@H](CO)c1[nH]c3cc(OC)ccc3c12	-0.2	/	4
Cc1noc(C)c1NC(=O)N(C)C[C@@H]1Oc2ccc(NC(=O)CCCCCC(=O)Nc3ccccc3N)cc2C(=O)N([C@H](C)CO)C[C@H]1C	-2.3	/	3
COCC(=O)N1CC2(CCN(C(=O)CN3CCOCC3)CC2)c2c([nH]c3cc(OC)ccc23)[C@@H]1CO	-0.3	/	-3
COc1cc(CN2CC3(CCN(C(=O)NC(C)C)CC3)c3c(n(C)c4cc(OC)ccc34)[C@H]2CO)cc(OC)c1	-0.3	/	-2
CCCCC(=O)Nc1ccc(NC(=O)c2ccc([N+](=O)[O-])cc2Cl)cc1OC	-0.3	/	10
COc1ccc2c3c([nH]c2c1)[C@H](CO)N(C(=O)CN(C)C)CC31CCN(Cc2ccccc2)CC1	0.1	/	-16
COCC(=O)N1CC2(C1)CN(C(=O)CN1CCOCC1)[C@@H](CO)c1c2c2ccc(OC)cc2n1C	-0.1	/	-3
O=C(NC1CCCC1)N1[C@@H]2CNC[C@H]1C2c1ccc(-c2cccnc2)cc1 (stereo partly drawn)	0.0&0.2	/	2&8
CCC(=O)N1C[C@@H](C)[C@H](OC)CN(C)C(=O)c2ccc(NC(=O)Nc3ccc(Cl)cc3)cc2OC[C@H]1C	0.7	/	19
COc1ccc(CN2CC3(CN(C(=O)C4CCOCC4)C3)c3c(n(C)c4cc(OC)ccc34)[C@@H]2CO)cc1	-0.2	/	3
C[C@@H]1CN([C@H](C)CO)C(=O)c2cc(C3=CCCCC3)cnc2O[C@@H]1CN(C)C(=O)c1cccnc1	0.1	/	0
CCC(=O)N1CCC2(CC1)CN(CC1CCCCC1)[C@@H](CO)c1c2c2ccc(OC)cc2n1C	-0.6	/	-3
COc1ccccc1CN1[C@@H]2CNC[C@H]1C2c1ccc(-c2cccnc2)cc1 (stereo partly drawn)	-0.1	/	10
C[C@@H]1CN([C@@H](C)CO)C(=O)c2ccccc2-c2ccccc2CO[C@H]1CN(C)C(=O)Nc1cccc(Cl)c1Cl	-0.3	/	-6
CCCC(=O)N1CCC2(CC1)CN(C(=O)Nc1ccc(F)cc1)[C@H](CO)c1c2c2ccc(OC)cc2n1C	0.1	/	-2
CO[C@@H]1CN(C)C(=O)c2cc(NS(=O)(=O)c3cn(C)cn3)ccc2OC[C@H](C)N(CC2CC2)C[C@H]1C	-0.2	/	-4
CCCNC(=O)N1CC2(CN(S(=O)(=O)c3cccc(OC)c3)C2)c2c(n(C)c3cc(OC)ccc23)[C@H]1CO	-0.4	/	-2
COCC(=O)N1CC2(CCN(C(=O)c3cccnc3)CC2)c2c([nH]c3cc(OC)ccc23)[C@H]1CO	0.1	/	-6
COc1ccc2c3c([nH]c2c1)[C@H](CO)N(Cc1ccccc1OC)CC31CN(S(C)(=O)=O)C1	-0.4	/	-3
O=C(NC1CCCCC1)N1C[C@@H]2N[C@H](C1)C2c1ccc(-c2ccc(F)cc2)cc1 (stereo partly drawn)	0.1&0.0	/	-11&-44
Cc1ccccc1-c1ccc(C2[C@H]3CNC[C@@H]2N3S(=O)(=O)c2ccccc2)cc1 (stereo partly drawn)	0.4	/	4
O=C(c1ccc(F)cc1)N1C[C@@H]2N[C@H](C1)C2c1ccc(-c2ccccc2F)cc1 (stereo partly drawn)	-0.1&-0.1	/	-15&-4
COc1ccc2c3c(n(C)c2c1)[C@@H](CO)N(CC1CC1)CC31CN(C(=O)c2ccc(F)cc2)C1	-0.4	/	-7
COc1ccc2c3c(n(C)c2c1)[C@@H](CO)N(Cc1nccs1)CC31CCN(C(C)=O)CC1	-0.3	/	-1
COc1ccc(CNC(=O)N(C)C[C@H]2OCc3ccccc3-c3ccccc3C(=O)N([C@H](C)CO)C[C@H]2C)cc1	-3.5	/	4
COc1cc(CN2CC3(CN(C(C)=O)C3)c3c([nH]c4cc(OC)ccc34)[C@H]2CO)cc(OC)c1	-0.1	/	7

Random excerpt: four entries already listed.
smiles	E-selectin induc	RAD52 inh	PGC1a acetyl inh
O=C(c1ccc(F)cc1)N1C[C@@H]2N[C@H](C1)C2c1ccc(-c2ccccc2F)cc1 (stereo partly drawn)	-0.1&-0.1	/	-15&-4
Cc1ccccc1-c1ccc(C2[C@H]3CNC[C@@H]2N3S(=O)(=O)c2ccccc2)cc1 (stereo partly drawn)	0.4	/	4
COc1cc(CN2CC3(CN(C(C)=O)C3)c3c([nH]c4cc(OC)ccc34)[C@H]2CO)cc(OC)c1	-0.1	/	7
COc1ccc2c3c(n(C)c2c1)[C@@H](CO)N(Cc1nccs1)CC31CCN(C(C)=O)CC1	-0.3	/	-1

Following part:
smiles	E-selectin induc	RAD52 inh	PGC1a acetyl inh
CCCNC(=O)Nc1ccc2c(c1)C(=O)N(C)C[C@@H](OC)[C@@H](C)CN(C(=O)C1CCCCC1)[C@H](C)CO2	-0.2	/	2
CO[C@@H]1CN(C)C(=O)c2ccc(NC(C)=O)cc2OC[C@@H](C)N(C(=O)Cc2cccnc2)C[C@@H]1C	17	/	?
COc1ccc2c3c(n(C)c2c1)[C@H](CO)N(C(=O)Nc1ccc(F)cc1)CC31CN(Cc2cccc(F)c2)C1	-0.4	/	-6
COc1ccc2c3c(n(C)c2c1)[C@@H](CO)N(C(=O)c1ccc(F)cc1)CC31CCN(CC2CC2)CC1	0.2	/	-2
O=C(Nc1ccc(Br)cc1)c1ccc(N2C(=O)C3CC=CCC3C2=O)cc1 (stereo not drawn)	-0.4	/	5
CO[C@@H]1CN(C)C(=O)c2ccc(NC(=O)c3ccc(F)cc3)cc2OC[C@H](C)N(C)C[C@H]1C	-0.2	/	6
Cc1ccccc1-c1ccc(C2[C@@H]3CN(C(=O)c4cnccn4)C[C@H]2N3)cc1 (stereo partly drawn)	0.4&-0.1	/	2&-2
COc1ccc2c3c(n(C)c2c1)[C@@H](CO)N(CC1CC1)CC31CN(C(=O)Nc2ccc(F)cc2F)C1	0.0	/	-1
COc1ccc2c3c(n(C)c2c1)[C@H](CO)N(C(=O)c1ccccc1)CC31CN(C)C1	0.0	/	0
COc1ccc2c3c(n(C)c2c1)[C@H](CO)N(CC1CCCCC1)CC31CN(C(C)=O)C1	-0.1	/	0
Cc1ccccc1-c1ccc(C2[C@H]3CNC[C@@H]2N3Cc2ccccn2)cc1 (stereo partly drawn)	0.0&0.1	/	4&3
CCOc1cc(OCC)cc(C(=O)N2CCC[C@H]2C(=O)N2CCC[C@H]2C(=O)N(C)Cc2ccccc2)c1	1.5	-8	/
CC(C)C[C@H]1CN(CCCC[C@H]2CNC(=O)C(=O)N2Cc2ccccc2)C(=O)C(=O)N1Cc1ccccc1	-0.5	-12	/
O=C1c2ccccc2C(c2nnnn2-c2ccc3c(c2)OCCO3)N1C1CC1 (stereo not drawn)	-6.8	-5	/
COc1cc(CC(=O)Nc2c(-c3ccccc3)[nH][nH]c2=O)cc(OC)c1	-2.4	-18	/
COC(=O)[C@@]1(Cc2ccc(F)cc2)[C@H]2c3cc(C(=O)N4CCCC4)n(CCN4CCNC4=O)c3C[C@H]2CN1C(=O)c1ccccc1	-6.6	-7	/
COc1ccc(OC)c(CN2C(=O)c3ccccc3C2c2nnnn2C2CCCC2)c1 (stereo not drawn)	?	-5	/
COc1ccc(OC)c(/C=N/NC(=O)c2ccc3nc[nH]c3c2)c1	5.3	-29	/
CCOC(=O)c1[nH]c(C)c(C(=O)OC)c1C	4.9	-2	/
Cc1ccc(OCCCC(=O)Nc2nc3ccccc3[nH]2)cc1	13	-4	/
CCOC(=O)Cn1c(=O)cc(C)c2cccc(C)c21	-0.2	4	/
COc1ccccc1Cc1c(-c2ccc(Cl)cc2)nc2ccc(C)cn12	-0.6	-52	/
NCCNc1ccc([N+](=O)[O-])cc1	5.8	3	/
CCNC(=O)c1cc2c(c(-c3cccc(-c4cc5ccccc5o4)c3)n1)[C@H](CCO)N(C(=O)NC(C)C)C2	-4.0	-10	/
COc1ccccc1/C=N\NC(=O)c1ccc(COc2ccc(C)c(C)c2)o1	48*	-24	/
O=C(C(=O)N1CCN(c2ccncc2)CC1)c1cccc(Br)c1	9.0	-2	/
CC(C)CN1CCC(=O)N([C@H](CO)c2ccccc2)CC1	0.1	-5	/
COc1ccc([C@H]2CC(=O)C[C@@H](CCn3cc(C(C)C)nn3)O2)cc1	1.6	-13	/
CCS(=O)(=O)N1Cc2cc(C(=O)N(C)C)nc(-c3cccc(-c4ccc(F)cc4)c3)c2[C@@H]1CCO	-2.2	-11	/
N[C@@H](Cc1ccccc1)c1nnc(SC/C=C/c2ccccc2)o1	0.0	-50	/

Compound profiles, from the list above:
`O=C(C(=O)N1CCN(c2ccncc2)CC1)c1cccc(Br)c1` reads E-selectin induc = 9.0; RAD52 inh = -2; PGC1a acetyl inh = /
`N[C@@H](Cc1ccccc1)c1nnc(SC/C=C/c2ccccc2)o1` reads E-selectin induc = 0.0; RAD52 inh = -50; PGC1a acetyl inh = /

(list continues)
smiles	E-selectin induc	RAD52 inh	PGC1a acetyl inh
Cn1nc(C(C)(C)C)c([N+](=O)[O-])c1C(=O)Nc1ccc(Br)cc1	3.9	-4	/
O=S1(=O)N[C@@H](Cc2ccccc2)COc2cccc(N3CCC[C@H]3CO)c21	-0.2	-49	/
COC(=O)C[C@@H]1C=C[C@@H](NC(=O)Nc2cccc(F)c2)[C@@H](CO)O1	7.4	-10	/
CCCCC[C@@H]1CCCCC[C@@H](O)C[C@@H](O)[C@@H](O)/C=C/C(=O)O1	0.8	-1	/
COc1cccc(C(=O)N2CCC[C@H]2C(=O)N2CCC[C@H]2C(=O)NCc2ccncc2)c1	0.7	-5	/
O=C1c2ccccc2C(c2nnnn2C2CCCCC2)N1CCc1ccc(O)cc1 (stereo not drawn)	-0.3	-20	/
O=S(=O)(c1cnc(Cl)c(Cl)c1)N1CCN(c2ncccn2)CC1	-0.5	-5	/
CSc1nc(N)nc(C(C)C)n1	-0.1	-17	/
O=C1NC[C@H](CCCCN2C[C@H](Cc3ccc(O)cc3)N(Cc3ccccc3)C(=O)C2=O)N(Cc2ccccc2)C1=O	-0.5	-18	/
Cc1ccc(N2C(=O)C(CC(=O)Nc3cccc(F)c3)N(CCc3ccncc3)C2=O)cc1 (stereo not drawn)	-0.4	-19	/
CC(C)=CCC[C@H](C)CC1Cc2[nH]c(=S)[nH]c(=O)c2C(c2ccc(Cl)cc2)O1 (stereo partly drawn)	-0.3	-2	/
CC(C)C[C@H]1COc2cccc(N3CCC[C@H]3CO)c2S(=O)(=O)N1	-0.1	-13	/
COc1ccc(C(=O)NC(=S)NNC(=O)c2cccc(C)c2)cc1	0.0	-20	/
O=C(Nc1ccc(F)cc1)C(c1ccccc1OC(F)(F)F)N1CCN(c2cccc(C(F)(F)F)n2)CC1 (stereo not drawn)	8.7	-4	/
C[C@@H]1COc2cccc(N3CCC[C@H]3CO)c2S(=O)(=O)N1	-0.1	-20	/
COc1ccc2nc(/C=N/NC(=O)CCCCCNC(=O)OC(C)(C)C)ccc2c1	7.4	-20	/
COC(=O)c1ccccc1NC(=O)CSc1nc2cccnc2n1C	-1.6	-16	/
CCCNC(=O)c1cc2c(c(-c3cccc(-c4ccc(C#N)cc4)c3)n1)[C@@H](CCO)N(C(=O)CC)C2	1.8	-16	/
Fc1cccc(CN2[C@@H]3CNC[C@H]2C3c2ccc(-c3ccccc3)cc2)c1 (stereo partly drawn)	0.2	31	/

Some of the compounds tested; rates above refer to the full screens.
